Pf growth 48h: inhibits P. falciparum growth in the first generation, 48 h; P. falciparum luciferase growth in erythrocytes, 48 h; Potency, µM (titrated, usually from 28.7 µM), for the others: at the top dose activity change, negative = inhibition, actives largely listed as inhibitors; 310,000 compounds, 5.9% hits; note: potency is the fitted concentration of half-maximal effect; % is set by controls: 0 for no effect and ±100 for the full control effect
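Erythrocytes infected with P. falciparum carrying an integrated firefly luciferase reporter (2% hematocrit, 0.1% parasitemia final) were exposed to compounds in RPMI 1640 with 0.5% Albumax at 37 C, 5% CO2. Growth inhibition was scored as reduced luminescence.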
Shiga inhibitor: blocks Shiga toxin action in Vero cells | Vero cells, Shiga toxin protein synthesis inhibition reporter | 290,000 compounds, 9.2% hits | inhibition, % at 38.7 µM; in the data active = inhibition mostly above about 28%, no sharp cut-off; inactive = mostly below about 43%; note: 0% is about no effect
HCV inh: inhibitors of hepatitis C virus infection | Huh7.5.1 HCVcc-Cre infection, luciferase reporter, 44 h | Potency, µM (highest dose often 41.8 µM), inactives show at the highest dose activity change, negative = inhibition, hits mostly inhibitors | 340,000 compounds, 3.4% hits; note: potency is the fitted concentration of half-maximal effect; % is set by controls: 0 for no effect and ±100 for the full control effect
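Seed cells (1,000/well) for 4 h; treat with compound and infect with HCVcc-Cre, moi about 0.5. Incubate 44 h, then detect luciferase activity.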
Pf growth 96h: inhibits malaria parasite growth, 96 h; P. falciparum luciferase reporter growth, 96 h; 320,000 compounds, 6.9% hits; Potency, µM (titrated, usually from 28.7 µM), for the others: top-dose activity change, negative = inhibition, usual class: inhibitors; note: potency is the fitted concentration of half-maximal effect; % is set by controls: 0 for no effect and ±100 for the full control effect
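Erythrocytes infected with luciferase-expressing P. falciparum were dispensed at 2% hematocrit and 0.05% parasitemia (final), then incubated with compounds 96 hours at 37 C in 5% CO2. Luminescence after detection reagent addition reported growth.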
LmPK inhibitor: blocks Leishmania mexicana pyruvate kinase activity; Q27686; purified LmPK, Kinase-Glo ATP luminescence, 1 h; Potency, µM (doses to about 57.5 µM), for inactives: at the top dose activity change, negative = inhibition, usual class: inhibitors; 290,000 compounds, 0.37% hits; AID 1721; note: potency is the fitted concentration of half-maximal effect; % is set by controls: 0 for no effect and ±100 for the full control effect
Target sequence (Q27686 whole entry, looked up): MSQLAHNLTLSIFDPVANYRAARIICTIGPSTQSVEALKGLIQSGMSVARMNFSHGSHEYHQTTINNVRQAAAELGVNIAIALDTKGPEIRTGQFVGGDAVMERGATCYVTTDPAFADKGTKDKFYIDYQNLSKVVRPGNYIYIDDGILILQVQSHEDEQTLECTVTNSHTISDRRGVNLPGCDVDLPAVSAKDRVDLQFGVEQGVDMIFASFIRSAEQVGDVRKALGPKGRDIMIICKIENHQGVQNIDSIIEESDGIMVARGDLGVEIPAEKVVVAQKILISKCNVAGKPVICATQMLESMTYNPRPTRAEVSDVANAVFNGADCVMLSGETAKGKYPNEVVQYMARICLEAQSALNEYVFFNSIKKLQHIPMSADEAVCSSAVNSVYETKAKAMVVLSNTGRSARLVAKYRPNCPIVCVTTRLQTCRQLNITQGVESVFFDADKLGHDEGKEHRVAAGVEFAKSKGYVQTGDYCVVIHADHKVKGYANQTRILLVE
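0.1 nM LmPK, 0.5 mM PEP, 0.1 mM ADP; 50 mM imidazole pH 7.2, 7 mM MgCl2, 50 mM KCl; 1 h RT. Kinase-Glo luminescence readout, normalized to no-enzyme (full inhibition) and uninhibited wells.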
Cycloheximide cs: counter-screen for Shiga toxin inhibitors: cycloheximide protein synthesis inhibition. AID 2314. cell reporter, cycloheximide protein synthesis inhibition counterscreen. max response, %. 300,000 compounds, 12% hits; in the data active = max response mostly above about 13%, no sharp cut-off; inactive = mostly below about 14%; note: read at 38.3 µM for the half of the compounds with a filed dose; 0% is about no effect
Tb PYK inh: inhibitors of Trypanosoma brucei pyruvate kinase. Q57TT1. TbPYK enzyme, Kinase-Glo Plus ATP luminescence, 45 min. Potency, µM (top dose mostly 76.8 µM), inactives show top-dose activity, negative = inhibition, most hits filed as inhibitors. 410,000 compounds, 0.12% hits. AID 624173; note: potency is the fitted concentration of half-maximal effect; % is set by controls: 0 for no effect and ±100 for the full control effect; nearly all actives have a fitted effect of over 50% in size
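In this concentration-response screen, enzyme-free wells defined baseline while DMSO plates tracked drift. Each reaction combined TbPYK, substrate, compound and 130 uM ADP for 45 min at room temperature. Kinase-Glo Plus luminescence gave the signal.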
* marks the source's active call; other numbers are inactive results; ? = inconclusive; . = not tested or not shown; [ ] = another dose, or the depositor's remark. Unless noted, calls come from the whole dose curve; as a rule, active = well fitted curve in the direction sought with a large enough effect; inconclusive = small, poorly fitted or top-dose-only effect, or another doubt; inactive = no such curve, though single readings can be large; an effect the other way counts as inactive or inconclusive.

nr	molecule	Pf growth 48h	Shiga inhibitor	HCV inh	Pf growth 96h
1	CCOc1cc(Br)cc(/C=N/NC(=O)c2cccnc2)c1O	?	-1	?	60%[activator]
2	O=C(NCCCN1CCCC1=O)C1CCN(S(=O)(=O)N2CCOCC2)CC1	10%	1	9%	-27%
3	O=C(Nc1ccc(F)cc1)C1CCCN(C2=NS(=O)(=O)c3ccccc32)C1 (stereo unspecified)	?	.	14%	?
4	CCOC(=O)CCc1c(C)c(C#N)c2nc3ccccc3n2c1-n1cnc2ccccc21	.	-10	6%	?
5	CSc1ccc(C2C(C#N)=C(N)Oc3c2ccc(=O)c2c(C)oc(C)c32)cc1 (stereo unspecified)	?	-10	?	-11%
6	C=CCNc1nnc(SC2CC(=O)N(c3ccc(OCCC)cc3)C2=O)s1 (stereo unspecified)	.	16	12%	-4%
7	O=C(CCCSc1nc2ccccc2[nH]1)NCc1ccco1	?	-18	-7%	?
8	Cc1cc(C)cc(NC(=O)C2CCCC2)c1	25%	-4	12%	?
9	O=C(Nc1ccccc1Cl)N1CCn2c(nc3ccccc32)C1	.	34	2%	?
10	Cc1ccc(NC2CCCN(C(=O)c3cc4ncccn4n3)C2)cc1C (stereo unspecified)	-1%	-5	12%	?
11	COC(=O)c1cn(NC(=O)C2CCCO2)c(=O)c2ccccc12 (stereo unspecified)	1%	-8	3%	12µM*
12	C(=N\Nc1ccccn1)/c1cccnc1	32%[activator]	.	9%	?
13	CC(/C=N/NC(=O)Cn1cnc2c1c(=O)n(C)c(=O)n2C)=C\c1ccco1	4%	-5	11%	-1%
14	CCCCCN1C(C)=CC(=C(C#N)C#N)C=C1C	-26%	-1	-13%	?
15	CC1(C)Cc2c(C#N)c(N3CCN(C(=O)c4ccco4)CC3)nc(-c3ccco3)c2CS1	4.7µM*	-9	8.9µM*	?

nr	LmPK inhibitor	Cycloheximide cs	Tb PYK inh
1	-4%	-2	-3%
2	0%	-2	-1%
3	.	.	-2%
4	4%	-2	0%
5	-1%	2	-14%
6	10%	-3	-19%
7	1%	-2	0%
8	2%	1	2%
9	0%	9	2%
10	-5%	-4	-6%
11	1%	1	2%
12	3%	24*	2%
13	1%	-1	-1%
14	-1%	-2	-1%
15	3%	0	?

2 entries from above, as a markdown table.
| # | Molecule | Pf growth 48h | Shiga inhibitor | HCV inh | Pf growth 96h | LmPK inhibitor | Cycloheximide cs | Tb PYK inh |
| --- | --- | --- | --- | --- | --- | --- | --- | --- |
| 2 | O=C(NCCCN1CCCC1=O)C1CCN(S(=O)(=O)N2CCOCC2)CC1 | 10% | 1 | 9% | -27% | 0% | -2 | -1% |
| 3 | O=C(Nc1ccc(F)cc1)C1CCCN(C2=NS(=O)(=O)c3ccccc32)C1 (stereo unspecified) | ? | . | 14% | ? | . | . | -2% |

More records follow:
nr	molecule	Pf growth 48h	Shiga inhibitor	HCV inh	Pf growth 96h
16	O=C(Nc1ccc(N2CCOCC2)cc1N1CCOCC1)c1ccc(Cl)cc1	25%	-11	?	?
17	COc1ccc(C(=O)COC(=O)/C=C/c2ccc(S(=O)(=O)Nc3cccc(S(N)(=O)=O)c3)cc2)cc1	-3%	2	?	12%
18	COC(=O)C1=C(c2ccc3ccccc3c2)C[C@@H]2CC[C@H]1N2C(=O)NC(C)C	?	.	-12%	-18%
19	COc1ccc(C(C(=O)NCc2ccccc2)N(Cc2ccco2)C(=O)c2snc(C(N)=O)c2N)cc1OC (stereo unspecified)	10µM*	-9	?	14%
20	COc1ccc(-c2cc3ccc(OCc4nn[nH]n4)cc3oc2=O)cc1OC	.	11	5%	16%
21	O=C(CCNS(=O)(=O)c1ccc(Br)cc1)NCc1ccco1	21%	.	-5%	22%
22	CCN(CC)S(=O)(=O)c1ccc(/C=C/C(=O)Nc2ccc(F)c(F)c2F)cc1	9.3µM*	38*	1.4µM*	?
23	Cn1c(CCC(=O)O)nc2cc(S(=O)(=O)N3CCCCC3)ccc21	-9%	.	5%	13%
24	Cc1occc1C(=O)N1CCCC(CCC(=O)NCc2ccc(F)c(F)c2)C1 (stereo unspecified)	?	18	21%	10%
25	CCN(CC)CCCN(C(=O)c1ccco1)c1nc(-c2ccc(C)cc2)cs1	?	-16	?	60%[activator]
26	Cc1ccc(N(CC(=O)NCc2ccco2)C(=O)CCC(=O)Nc2ccccn2)cc1C	-15%	65	16%	8%[5.75 µM]
27	Cc1ccccc1C(=O)Nn1cnc2ccccc2c1=O	225%[activator]	50*	19%	?
28	O=C(CCN1C(=O)c2ccccc2S1(=O)=O)Nc1ccccc1F	24%	15	7%	9%
29	CCCCN(CC(=O)Nc1cccc(S(=O)(=O)N2CCCC2)c1)Cc1nc2ccccc2c(=O)[nH]1	3.7µM*	.	?	5.9µM*
30	O=C1c2ccccc2C(=O)N1CC1=NCCc2ccccc21	?	26	3%	-20%

nr	LmPK inhibitor	Cycloheximide cs	Tb PYK inh
16	-2%	1	2%
17	1%	-3	5%
18	.	.	-5%
19	-3%	-4	-2%
20	-4%	-1	.
21	.	.	3%
22	4%	36*	-4%
23	.	.	-15%
24	5%	2	-24%
25	0%	-1	-2%
26	0%	23	9%
27	-1%	33*	1%
28	2%	8	2%
29	.	.	-21%
30	1%	19	3%

Look-ups from the list:
Value of `Cc1ccccc1C(=O)Nn1cnc2ccccc2c1=O` under Tb PYK inh: 1%
Value of `O=C(CCN1C(=O)c2ccccc2S1(=O)=O)Nc1ccccc1F` under Cycloheximide cs: 8
Value of `CCCCN(CC(=O)Nc1cccc(S(=O)(=O)N2CCCC2)c1)Cc1nc2ccccc2c(=O)[nH]1` under Pf growth 48h: 3.7µM*
Value of `Cn1c(CCC(=O)O)nc2cc(S(=O)(=O)N3CCCCC3)ccc21` under HCV inh: 5%
Value of `O=C(CCNS(=O)(=O)c1ccc(Br)cc1)NCc1ccco1` under Pf growth 48h: 21%
Value of `COc1ccc(-c2cc3ccc(OCc4nn[nH]n4)cc3oc2=O)cc1OC` under HCV inh: 5%

Next section.
nr	molecule	Pf growth 48h	Shiga inhibitor	HCV inh	Pf growth 96h
31	COc1cc(-c2cc(C(=O)Nc3cc(S(=O)(=O)N4CCOCC4)ccc3C)c3ccccc3n2)cc(OC)c1OC	2.9µM*	.	?	1µM*
32	CN(CCc1ccccn1)C(=O)Nc1cc(Cl)cc(Cl)c1	9%	-8	17%	57%[activator]
33	Cc1ccc(C(C)C)c(OCC(=O)NNC(=O)CC2OC(=O)c3ccccc32)c1 (stereo unspecified)	-8%	.	?	6%
34	Cc1ccc2c(c1)sc(=NC(=O)c1cccs1)n2C	298%[activator]	0	10%	402%[activator]
35	CCc1ccc(N2C(=O)CC(c3ccc(F)cc3)C3=C2COC3=O)cc1 (stereo unspecified)	-26%	-7	.	?
36	O=C1CCc2cc(S(=O)(=O)N3CCN(c4cccc(C(F)(F)F)c4)CC3)ccc2N1	1%	0	3%	-20%
37	CN(c1cccc(NC(=O)CCSc2ccccc2)c1)S(C)(=O)=O	44%[activator]	35*	-10%	0%
38	COc1cccc2cc(-c3cc(=O)oc4ccc(OC(=O)N(C)C)cc34)oc12	-10%	-5	11µM*	-3%
39	CCOC(=O)N1CCC(NC(=O)C2CCN(S(=O)(=O)c3cccs3)CC2)CC1	-4%	-20	-6%	.
40	CC(C)(C)NC(=O)NC(=O)Cn1ccsc1=N	6%	-11	4%	18%
41	CCCc1cc(-c2nc(-c3ccc(Br)cc3)cs2)ccn1	-14%	4	-13%	-10%
42	Cc1cc(C)cc(NC(=S)NCc2ccc3[nH]c4c(c3c2)CCCC4)c1	?	-4	?	?
43	COc1ccccc1OCC(=O)Sc1ccc(C)cc1	4%	-7	12%	47%[activator]
44	Cc1ccc(N(CC(=O)NC2CC2)S(=O)(=O)c2ccccc2)c(C)c1	-6%	-21	11%	9%
45	Cn1cc(/C=C2/SC(=O)N(CC(=O)Nc3ccc4c(c3)OCO4)C2=O)c2ccccc21	4%	-7	?	?

nr	LmPK inhibitor	Cycloheximide cs	Tb PYK inh
31	.	.	5%
32	-1%	1	1%
33	.	.	-2%
34	-21%	-1	-18%
35	1%	-1	.
36	-4%	-3	-5%
37	1%	38*	-6%
38	6%	-4	0%
39	-4%	14	-2%
40	-2%	-2	2%
41	0%	22*	-8%
42	6%	-3	0%
43	1%	-9	?
44	-1%	-1	-7%
45	4%	-3	4%

Going on with the list:
nr	molecule	Pf growth 48h	Shiga inhibitor	HCV inh	Pf growth 96h
46	COc1ccc(S(=O)(=O)Nc2cc3c4c(c2)CC(=O)N4CCC3)cc1C	?	.	?	?
47	Cc1ccc(S(=O)(=O)NCCN=Cc2ccc(N(C)C)cc2)cc1	3%	-6	8%	7.4µM*
48	O=C1CC(c2ccccc2)=NN1c1ccc([N+](=O)[O-])cc1	?	55*	4%	?
49	O=C(CSc1nnc(CNC(=O)c2ccc(F)cc2)o1)NCc1ccccc1	50%[activator]	9	-4%	-27%
50	COc1ccccc1NC(=O)C1CCCN1C(=O)Nc1ccc(F)cc1 (stereo unspecified)	-6%	-12	8%	-19%
51	COc1ccc(OC)c(C(O)CNC(=O)CN)c1 (stereo unspecified)	2%	.	-8%	17%
52	CCOc1ccccc1OCC(=O)Nc1nnc(C)s1	7%	27	4%	.
53	CCN1CCN(S(=O)(=O)c2cccs2)CC1	.	-10	18%	19%
54	CCCCOc1ccc(N(CC(=O)NC(C)(C)C)C(=O)CCC(=O)Nc2nccs2)cc1	?	-3	-3%	311%[activator]
55	Cc1cc(OCC(=O)NCCN2CCOCC2)c2c(C)c(C)c(=O)oc2c1	15%	8	-4%	6%
56	O=C(c1cccc(S(=O)(=O)N2CCN(c3ccccc3)CC2)c1)N1CCCCCCC1	?	.	?	11%
57	CC(=O)N(C)c1ccc(OCC(O)COc2ccc(N(C)C(C)=O)cc2)cc1	5%	-8	20%	.
58	COc1ccc(C(C)=O)cc1Cn1cnc2c(cnn2C)c1=O	-11%	-10	15%	-12%
59	O=C(Cn1c(=O)sc2ccccc21)Nc1ccc(O)cc1	-5%	0	-6%	-42%[5.75 µM]
60	O=C([O-])c1cc(-c2ccccc2)cc(-c2ccccc2)[n+]1Cc1ccccc1	0.52µM*	.	-6%	0.52µM*
61	CC(C)CSc1oc(-c2ccco2)nc1S(=O)(=O)c1ccccc1	-25%	-10	-26%	-2%
62	Cn1c(=O)c2cc(S(=O)(=O)NC(C(=O)Nc3cccnc3)c3ccccc3)ccc2n(C)c1=O (stereo unspecified)	.	-8	-2%	-38%
63	CC(=O)COc1ccc(-c2csnn2)cc1	50%[activator]	42*	14%	36%[activator]

nr	LmPK inhibitor	Cycloheximide cs	Tb PYK inh
46	.	.	-9%
47	7%	1	2%
48	-7%	17*	-3%
49	1%	1	2%
50	1%	4	-5%
51	.	.	4%
52	-6%	1	-9%
53	-2%	-2	4%
54	13%	1	1%
55	4%	-2	-3%
56	.	.	2%
57	-1%	-2	19%
58	1%	-2	-15%
59	-4%	5	-6%
60	.	.	.
61	2%	1	-3%
62	9%	-7	-15%
63	-11%	12	1%
